GSK3 alpha inh: blockers of GSK3A enzyme activity – biochemical, luminescence, cell-free homogeneous, HTS, primary screen | Glycogen synthase kinase-3 alpha (Homo sapiens), P49840 | GSK-3 alpha kinase, ADP-Glo luminescence, 60 min | inhibition, % at 10 µM | actives 0.1% (n = 320,000) | AID 2650, 2010;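 in the data active = inhibition above about 50%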;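 also: GST-tagged GSK-3 alpha with peptide substrate and 25 µM ATP; 0% = DMSO neutral wells and 100% = GW8510 positive control wells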
Target sequence (P49840 whole entry, looked up): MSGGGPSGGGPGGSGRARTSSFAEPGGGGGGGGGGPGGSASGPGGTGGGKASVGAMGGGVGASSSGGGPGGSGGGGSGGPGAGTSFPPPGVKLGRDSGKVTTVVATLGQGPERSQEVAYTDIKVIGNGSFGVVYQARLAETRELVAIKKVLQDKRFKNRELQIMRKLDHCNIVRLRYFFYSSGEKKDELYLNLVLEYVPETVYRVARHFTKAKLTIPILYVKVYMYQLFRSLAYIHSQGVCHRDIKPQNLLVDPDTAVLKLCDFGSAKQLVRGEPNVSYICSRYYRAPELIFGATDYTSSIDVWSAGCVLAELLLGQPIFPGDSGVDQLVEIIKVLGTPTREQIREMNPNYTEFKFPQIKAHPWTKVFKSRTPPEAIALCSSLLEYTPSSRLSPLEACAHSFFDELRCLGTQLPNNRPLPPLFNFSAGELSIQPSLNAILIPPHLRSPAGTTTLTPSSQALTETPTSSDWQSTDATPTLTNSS
An asterisk follows results filed as active. Not all compounds are listed; the hit share may differ from the screen's.

smiles	GSK3 alpha inh
CC(=O)c1cccc(NC(=O)CSc2n[nH]c(-c3ccncc3)n2)c1	7
CCOc1ccc(CCNC(=O)COC(=O)c2oc3ccccc3c2COC)cc1OCC	-2
C#CCOCCOCCOCCNc1nc(N2CCN(C(=O)CCCCCCCCCCNC(=O)Cn3cc(CCCCCN)nn3)CC2)nc(N2CCN(C(=O)CCCCCCCCCCNC(=O)[C@@H](CCSC)n3cc(CCO)nn3)CC2)n1	10
Cc1nnc(SC(C)C(=O)N(C)C2CCCCC2)n1N (stereo not drawn)	2
O=C(O)C(C(=O)Oc1ccccc1)C(C(=O)O)C(=O)Oc1ccccc1 (stereo not drawn)	2
CC(Sc1nnnn1C1CC1)C(=O)N1c2ccccc2NC(=O)C1(C)C (stereo not drawn)	2
O=C(C[C@@H]1C/C=C\C[C@@H](Cc2ccc(F)cc2)C(=O)OC[C@@H](Cc2c[nH]c3ccccc23)NC1=O)NCCO	2
CC(=O)C[C@@H](O)CC(=O)[C@@H]1OC(=O)CC/C=C\Cc2ccccc21	1
CCOC(=O)[C@H]1[C@H]2COc3ccc(Cl)cc3[C@@H]2N2C(=O)c3cc(Br)ccc3NC(=O)[C@@]12C	-5
CC(C)CN(C(=O)CSc1nc2ccccc2c(=O)[nH]1)c1c(N)n(CC(C)C)c(=O)[nH]c1=O	-3
C=CC[C@H](CC(=O)NCCO)C(=O)NC[C@@H](OC(=O)[C@H](CC=C)CC(=O)OC(C)(C)C)c1ccccc1	0
CCC1CCCCN1C(=O)COC(=O)c1cccs1 (stereo not drawn)	-1
COC(=O)[C@@]12CCCN1[C@H](c1ccc(-c3ccc(OC)cc3)c(OC)c1)[C@@H]1C(=O)N(C)C(=O)[C@@H]12	0
COc1ccc(S(=O)(=O)NC(CC(C)C)C(=O)NC(C)c2cccs2)cc1 (stereo not drawn)	0
Cc1ccc(S(=O)(=O)NC2CCCCCC2)cc1	-4
CC(C)(OC(=O)c1ccc(C(F)(F)F)cc1)c1cc2ccccc2c(=O)o1	0
Cc1cccc(C)c1NC(=O)CN(C)CC(=O)N(C)CC(=O)Nc1ccccc1Br	-2
O=C(Nc1cc(C2CC2)nn1-c1ccccc1)c1ccc(F)cc1	-3
Cn1cncc1C#Cc1c(C=O)n(C)c2ccccc12	1
Cc1nc(SCC(=O)Nc2ccc3[nH]c(=O)[nH]c3c2)nc(C)c1C	-1

Sorted by molar mass (falling): some entries from above.
smiles	GSK3 alpha inh
C=CC[C@H](CC(=O)NCCO)C(=O)NC[C@@H](OC(=O)[C@H](CC=C)CC(=O)OC(C)(C)C)c1ccccc1	0
CC(C)(OC(=O)c1ccc(C(F)(F)F)cc1)c1cc2ccccc2c(=O)o1	0
O=C(O)C(C(=O)Oc1ccccc1)C(C(=O)O)C(=O)Oc1ccccc1 (stereo not drawn)	2
CC(=O)c1cccc(NC(=O)CSc2n[nH]c(-c3ccncc3)n2)c1	7
Cc1nnc(SC(C)C(=O)N(C)C2CCCCC2)n1N (stereo not drawn)	2
Cc1ccc(S(=O)(=O)NC2CCCCCC2)cc1	-4
Cn1cncc1C#Cc1c(C=O)n(C)c2ccccc12	1

Next records
smiles	GSK3 alpha inh
O=C(CCCOc1ccccc1)Nc1ccc(Cl)c(S(=O)(=O)N2CCOCC2)c1	3
CC(C)(C)OC(=O)C[C@H]1C/C=C\C[C@H](CC(=O)N(CCO)Cc2ccccc2)C(=O)N[C@@H](Cc2ccccc2)COC1=O	-3
Cc1ccc(S(=O)(=O)CCC(=O)NNC(=O)CN(C)S(=O)(=O)c2ccc(C)cc2)cc1	-2
CN(CC(=O)Nc1ccc(OC(F)(F)F)cc1)C(=O)C1CCC1	-9
CC(O)C(NC(=O)OCc1ccccc1)C(=O)OCc1ccccc1 (stereo not drawn)	-6
CCOC(=O)[C@H]1[C@H]2COc3ccc(OC)cc3[C@@H]2N2C(=O)c3ccc(Cl)cc3NC(=O)[C@@]12C	-4
O=C(COC(=O)c1ccc[n+]([O-])c1)Nc1ccc([N+](=O)[O-])cc1Cl	-3
O=C(NCc1cccc(OC(F)(F)F)c1)c1ccc2c(c1)S(=O)(=O)c1cc(Cl)ccc1C2=O	-2
COc1ccc(C(=O)Nc2cccc(S(=O)(=O)N3CCCC3)c2)cc1S(=O)(=O)N1CCOCC1	-5
CC(C)(C)OC(=O)C[C@@H]1C/C=C\C[C@@H](CC(=O)N(CCO)Cc2ccccc2)C(=O)NC[C@@H](c2ccccc2)OC1=O	-4
CN(C(=O)c1cccc(NC(=O)Cc2cccc([N+](=O)[O-])c2)c1)C1CCCC1	1
Cc1ccc(S(=O)(=O)N(C)CC(=O)OCC(=O)c2ccc3c(c2)NC(=O)CO3)cc1	0
CC(OC(=O)CNC(=O)c1sc2ccccc2c1Cl)C(=O)NC1(C#N)CCCCC1 (stereo not drawn)	0
CC1CC(C)CN(S(=O)(=O)c2ccc(C(=O)NNC(=O)c3ccccc3F)cc2)C1 (stereo not drawn)	-1
CSc1ccc(/C=C/C(=O)OCC(=O)N2CCc3ccccc32)cc1	-2
COc1ccc(NC(=O)CN(C)C(=O)C(Sc2ccccc2)c2ccccc2)cc1 (stereo not drawn)	0
O=C(COC(=O)c1ccco1)Nc1ccc(Cl)cn1	0
C[C@H](CO)N1C[C@H](C)[C@@H](CN(C)S(=O)(=O)c2ccc(F)cc2)Oc2c(NC(=O)Nc3ccccc3)cccc2C1=O	-2
CCCCCOc1ccc(C(=O)Nc2ccc(N3CCOCC3)cc2N2CCOCC2)cc1	-3
C[C@H](CO)N1C[C@H](C)[C@@H](CN(C)C(=O)Nc2ccc(C(F)(F)F)cc2)Oc2ccc(NC(=O)Cc3ccccc3)cc2C1=O	-3

The results go on.
smiles	GSK3 alpha inh
O=C1COc2ccc(C(=O)COC(=O)c3c(F)cccc3Cl)cc2N1	-3
CC(Oc1ccc(C#N)cc1)C(=O)NC1CCCC1 (stereo not drawn)	-8
COc1ccc(C(=O)c2nccc3cc(OC)c(OC)cc23)cc1OC	-2
C[C@H](NC(=O)c1cccc([N+](=O)[O-])c1)C(=O)OCC(=O)c1ccccc1Br	-3
Cc1csc(=O)n1CC(=O)Nc1nc2ccccc2s1	21
COc1cccc(NC(=O)CN(C)C(=O)c2ccc(COc3ccccc3)o2)c1	-4
Cc1c(C(=O)N2CCCC(C(F)(F)F)C2)oc2ccccc12 (stereo not drawn)	0
Cc1ccc(NC(=S)NC(=O)c2cccs2)cc1F	-1
CN(Cc1ccccc1Cl)C(=O)CNC(=O)C12CC3CC(CC(C3)C1)C2	-1
Cc1ccc(CCN2CCN=C2Nc2ccccc2)cc1	-1
CC(C)[N+]1(C)[C@@H]2CC[C@@H]1CC(OC(=O)C(CO)c1ccccc1)C2 (stereo partly drawn)	-1
CNc1snc(C)c1C(=O)OC(C)C(=O)c1ccc(F)cc1 (stereo not drawn)	13
CCOC(=O)c1ncn2c1[C@@H]1CCNC1C(=O)c1cc(OC)ccc1-2 (stereo partly drawn)	4
O=C(CCl)N1CCN(S(=O)(=O)c2ccc3c(c2)CCC3)CC1	8
COc1cc(/C=C/C(=O)OCC(=O)Nc2ccc3c(c2)OCO3)ccc1O	-5
O=C(Nc1cc(Cl)ccc1N1CCOCC1)c1ccc(F)c(S(=O)(=O)N2CCOCC2)c1	23
Cn1nc(N2CCN(S(=O)(=O)c3ccccc3)CC2)c(=O)n(C)c1=O	-1
COc1cc(OC)cc(-c2sc3ccc(OC)cc3c2C#CC2(N)CCCCC2)c1	-1
CCCN(CC1CC1)C(=S)NC(=O)c1ccccc1Br	0
COc1ccc2c(c1)OC[C@H]1[C@H]2N2C(=O)CN(Cc3ccc(F)cc3)C(=O)[C@@]2(C)[C@H]1c1ccccc1	-3

Single entries from the list:
CCOC(=O)[C@H]1[C@H]2COc3ccc(Cl)cc3[C@@H]2N2C(=O)c3cc(Br)ccc3NC(=O)[C@@]12C – GSK3 alpha inh: -5
Cn1nc(N2CCN(S(=O)(=O)c3ccccc3)CC2)c(=O)n(C)c1=O – GSK3 alpha inh: -1
Cc1ccc(S(=O)(=O)CCC(=O)NNC(=O)CN(C)S(=O)(=O)c2ccc(C)cc2)cc1 – GSK3 alpha inh: -2
C[C@H](CO)N1C[C@H](C)[C@@H](CN(C)C(=O)Nc2ccc(C(F)(F)F)cc2)Oc2ccc(NC(=O)Cc3ccccc3)cc2C1=O – GSK3 alpha inh: -3

Sorted by the number under GSK3 alpha inh (smallest number first): three from the list above.
smiles	GSK3 alpha inh
COc1ccc2c(c1)OC[C@H]1[C@H]2N2C(=O)CN(Cc3ccc(F)cc3)C(=O)[C@@]2(C)[C@H]1c1ccccc1	-3
Cc1ccc(NC(=S)NC(=O)c2cccs2)cc1F	-1
O=C(CCl)N1CCN(S(=O)(=O)c2ccc3c(c2)CCC3)CC1	8

(continued)
smiles	GSK3 alpha inh
Cc1ccc2ncccc2c1	-4
CC(=O)Nc1nc2cc([N+](=O)[O-])ccc2s1	-3
COc1ccc(C(N)=O)c(OCC(=O)Nc2cc(C)on2)c1	1
COc1cc(N)c(Cl)cc1C(=O)OCC(=O)NCc1cccs1	1
Cc1c(CCOC(=O)c2ccc(Cl)cc2Cl)sc[n+]1CC(=O)c1ccc(Br)cc1	-1
CCOc1cc(N2CCOCC2)c(OCC)cc1NC(=O)Cn1cnnn1	4
COc1ccc(CNC(=O)COC(=O)c2ccc(Br)o2)cc1	-3
O=C(CNc1ccc(Br)cc1)Nc1cccc(S(=O)(=O)N2CCCC2)c1	-3
Cc1cccc(N2N=C(C(=O)N3Cc4ccccc4CC3C(N)=O)CCC2=O)c1 (stereo not drawn)	1
CCN1CCN(c2ccc(S(=O)(=O)N3CCOCC3)cc2NC(=O)C(C)Oc2ccc(F)cc2)CC1 (stereo not drawn)	-3
Cc1ccc(S(=O)(=O)N2CCC(C(=O)NCc3ccccc3CN3CCCC3)CC2)cc1C	4
Cc1ccc(SCC(=O)OCC(=O)N(CCC#N)c2ccccc2)cc1	-8
O=C(COC(=O)c1c(Cl)ccc(Cl)c1Cl)NCC1CCCO1 (stereo not drawn)	-2
O=C(CN1CCN(C(=O)c2cccc(-n3cnnn3)c2)CC1)Nc1ccccc1Cl	-6
CC1CCN(C(=O)COC(=O)C23CC4CC(CC(O)(C4)C2)C3)CC1	2
COC(=O)c1ccc(C(=O)Nc2ccc(F)cc2)cc1	0
O=C(CSc1nnc(-c2ccco2)n1-c1ccccc1)Nc1c(Cl)cc(Cl)cc1C(=O)O	-7
COc1cccc(NC(=O)CN(C)C(=O)CNC(=O)c2sc3ccccc3c2Cl)c1	-1
Cc1noc(C)c1S(=O)(=O)N(C)C[C@H]1Oc2ccc(NS(=O)(=O)c3ccc(F)cc3)cc2C(=O)N([C@H](C)CO)C[C@@H]1C	0
C=CC(=O)Nc1cccc(Oc2ncnc3[nH]cc(-c4cnc5ccccc5c4)c23)c1	0

More records follow:
smiles	GSK3 alpha inh
C[C@H](CO)N1C[C@H](C)[C@@H](CN(C)Cc2ccc(-c3ccccc3)cc2)Oc2c(NC(=O)c3ccncc3)cccc2C1=O	-2
C=CCn1c(SCC(=O)NCC2CCCO2)nnc1-c1ccncc1 (stereo not drawn)	-2
O=C(O)[C@@H]1CCCN1S(=O)(=O)c1cccc2cccnc12	-1
Cc1cc(N(C)C(=O)c2ccc3c(c2)S(=O)(=O)c2cc(Cl)ccc2C3=O)c(C(F)(F)F)o1	-2
COc1ccc(C(=O)NC2CCN(Cc3ccccc3)C2)cc1S(=O)(=O)N1CCOCC1 (stereo not drawn)	-1
CC(C#N)OC(=O)c1cccnc1SCC(=O)Nc1ccc2c(c1)OCO2 (stereo not drawn)	-2
Cc1nc2ccc(NC(=O)C3=NN(C)C(=O)CC3)cc2s1	0
Cc1ccc(CN(C)C(=O)c2cccc(S(=O)(=O)N3CCCC3)c2)cc1	-1
Cc1ccccc1-c1cc(C(=O)NCc2ccc(OC(F)(F)F)cc2)n(CC2CC(c3cccnc3)=NO2)n1 (stereo not drawn)	-2
COC(=O)c1ccc(/C=C/C(=O)OCC(=O)Nc2ncc(Cl)cc2Cl)cc1	-4
COc1cccc(COC(=O)Cc2ccc(S(=O)(=O)N3CCOCC3)s2)c1OC	0
Cc1ccc(C(=O)NC2CC2)cc1S(=O)(=O)N1CCOCC1	-1
COc1ccc2c(c1)C(=O)N1[C@H]3c4cc(Br)ccc4OC[C@@H]3[C@H](c3ccccc3)[C@]1(C)C(=O)N2	-1
CCN1C(=O)[C@@H]2[C@@H](c3ccc(-c4ccc(Cl)c(Cl)c4)cc3)N3CCC[C@@]3(C(=O)OC)[C@@H]2C1=O	1
O=C(Cc1cccc([N+](=O)[O-])c1)Nc1cccc(C(=O)N2CCOCC2)c1	-2
Cc1ccc(S(=O)(=O)c2nc(Cc3ccccc3)oc2N2CCOCC2)cc1	-5
CC1CCC2(CC1)NC(=O)N(CC(=O)NC1CCCCC1C)C2=O (stereo not drawn)	-1
Cc1ccc(S(=O)(=O)N(C)CC(=O)Nc2ccccc2N2CCCC2)cc1	1
COc1cc(C(=O)OCC(=O)c2cc(C)n(CC3CCCO3)c2C)cc(OC)c1C (stereo not drawn)	-1
COC(=O)c1ccc(CNC(=O)CCC(=O)N2CCOCC2)cc1	1

Continuation:
smiles	GSK3 alpha inh
Cc1ccc(C(=O)NCC(=O)N2CCCCCCC2)cc1C	-1
CCCN(Cc1nnc(-c2cccs2)o1)C(=O)c1cc(S(=O)(=O)N2CCOCC2)ccc1C	-3
C=C(NC(C)=O)c1c(F)cccc1F	-4
CN1[C@@H]2CCC[C@H]1CC(NC(=O)c1nn(C)c3ccccc13)C2 (stereo partly drawn)	-4
CC(=O)NC(CC(=O)OCC(=O)c1cc(C)ccc1C)c1ccccc1 (stereo not drawn)	-7
Cc1ccc(S(=O)(=O)N2CCN(C(=O)COC(=O)CNC(=O)c3ccc(C(C)(C)C)cc3)CC2)c(C)c1	0
COc1ccc(CN(C)CC(=O)Nc2ccccc2C(=O)NC2CC2)cc1	-7
COc1cc(C#Cc2c(C=O)n(C)c3ccccc23)cc(OC)c1	-2
CCN(C(=O)COC(=O)c1ccc([N+](=O)[O-])o1)C1CCCCC1	-3
CC(C)(C)[C@H]1COC(=O)[C@H](Cc2ccc(F)cc2)CC/C=C/C[C@@H](CC(=O)N[C@H](CO)Cc2ccccc2)C(=O)N1	-3

Screens as filed in PubChem.
